Screens from PubChem BioAssay.
HT1080NT lethal: kills 2HG-producing HT-1080-NT fibrosarcoma cells. Potency, µM (titrated, usually from 46.1 µM), without a hit: top-dose activity, negative = less viability, actives largely listed as cytotoxic. 360,000 compounds, 1.6% hits. HT-1080-NT fibrosarcoma viability, CellTiter-Glo ATP luminescence, 48 h;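 further: NT is the 2HG producing partner of a matched IDH1 knockdown line; potency means the concentration at half of the fitted maximal effect; 0% = DMSO-treated cells and -100% = media-only wells without cells; nearly all actives have a fitted effect of over 55% in size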
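Viability of the 2HG-overproducing fibrosarcoma line after 48 hours of compound exposure at 37 degrees C was determined by luminescence with CellTiter-Glo, and concentration-effect curves were then fitted and categorized.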
KB-3-1 tox: KB-3-1 parental cell cytotoxicity | KB-3-1 viability, CellTiter-Glo ATP luminescence, 72 h | Potency, µM (top dose mostly 46.1 µM), for inactives: top-dose activity change, negative = cytotoxic, hits mostly cytotoxic | 400,000 compounds, 1.4% hits; further: potency means the concentration at half of the fitted maximal effect; on the % scale 0 is the no-effect control and ±100 the full control effect; nearly all actives have a fitted effect of over 60% in size
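Parental KB-3-1 viability, qHTS format: 72 h compound exposure, 37 °C; CellTiter-Glo; media-only wells and DMSO plates as controls; concentration-effect fits on corrected data.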
HT1080 IDH1KD tx: kills HT-1080 cells with IDH1 knockdown; Potency, µM (top dose mostly 46.1 µM), for inactives: at the top dose activity, negative = toxicity, usual class: cytotoxic; 360,000 compounds, 2% hits; HT-1080 IDH1 knockdown viability, ATP luminescence, 48 h; AID 686971;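 further: potency means the concentration at half of the fitted maximal effect; 0% = DMSO wells and -100% = cell-free medium wells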
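Knockdown cells (IDH1KD HT-1080) received compounds 2 h after plating at 750 cells/well and were kept 48 h at 37 °C in 5% FBS RPMI. A CellTiter-Glo luminescence read gave % activity for curve fitting.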
KB-V1 cytotox: KB-V1 MDR subline cytotoxicity; Potency, µM (titrated, usually from 46.1 µM), inactives show at the top dose activity change, negative = cytotoxicity, most hits filed as cytotoxic; 400,000 compounds, 3.4% hits; AID 1347076; KB-V1 MDR cells viability, CellTiter-Glo, 72 h; further: potency means the concentration at half of the fitted maximal effect; on the % scale 0 is the no-effect control and ±100 the full control effect; nearly all actives have a fitted effect of over 60% in size
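Readout: CellTiter-Glo luminescence, 10 min after addition. Cells: KB-V1 MDR subline, 72 h at 37 degrees C with compound. Analysis: corrected, normalized data fitted to concentration-effect curves.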
D3 ag: agonists of human D3 dopamine receptor. P35462. D3R DiscoveRx beta-arrestin cells, luminescence, 90 min. max activation, %. 410,000 compounds, 0.58% hits. AID 652048; in the data active means max activation above about 30%; further: 0% is about no effect; mostly tested at two doses, the higher about 12 µM
Target sequence (P35462 whole entry, looked up): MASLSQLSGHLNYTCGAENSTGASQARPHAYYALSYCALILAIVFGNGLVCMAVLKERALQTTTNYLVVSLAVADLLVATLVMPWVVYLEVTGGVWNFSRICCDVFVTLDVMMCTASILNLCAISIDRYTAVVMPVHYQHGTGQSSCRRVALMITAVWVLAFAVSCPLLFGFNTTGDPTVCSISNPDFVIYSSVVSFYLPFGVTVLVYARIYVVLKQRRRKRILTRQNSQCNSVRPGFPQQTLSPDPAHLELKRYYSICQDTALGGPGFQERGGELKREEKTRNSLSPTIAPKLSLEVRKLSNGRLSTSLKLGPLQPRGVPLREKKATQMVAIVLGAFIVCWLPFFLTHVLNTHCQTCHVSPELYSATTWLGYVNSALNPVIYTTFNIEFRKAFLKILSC
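Agonist mode: compounds and dopamine controls were applied to plated cells for 90 min at 37 degrees C after an overnight attachment at 1500 cells/well. Luminescent read-out followed 30 - 60 minutes at room temperature with DiscoveRx detection reagent.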
SW480 rereplic: induces DNA re-replication in SW480 colon adenocarcinoma cells. SW480 DNA re-replication, Hoechst DNA content imaging, 48 h. Potency, µM (top dose mostly 46.1 µM), for inactives: at the top dose re-replication activation, most hits filed as activators. 340,000 compounds, 1.8% hits. AID 624297; further: potency means the concentration at half of the fitted maximal effect; % of control where 0% means no effect; nearly all actives have a fitted effect of over 55% in size
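Treated cells incubate 48 hr (37 C, 5% CO2), are stained 40 min with Hoechst, and nuclear fluorescence is enumerated; a rise in nuclei with high DNA signal marks re-replication.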
GLP1R cytotox: cytotoxicity in counter-screen for GLP-1R inverse agonists | HEK293 cAMP-luciferase reporter cells, luminescence, 24 h | Potency, µM (highest dose often 38.3 µM), for inactives: top-dose activity change, negative = inhibition, usual class: inhibitors | 410,000 compounds, 0.13% hits;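 further: loss of luciferase light is scored as toxicity; potency means the concentration at half of the fitted maximal effect; on the % scale 0 is the no-effect control and ±100 the full control effect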
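A 23 nL compound transfer followed 12 hours of cell culture at 37 deg C; exposure then lasted 24 hr. Luciferase assay detection reagent was dispensed and plates read for luminescence after a 12 min room-temperature wait.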
IL-1B inflam inh: blocks inflammasome-driven IL-1 beta release; THP-1 LPS/ATP IL-1B secretion, AlphaLISA, 16 h; active compounds read low; activity change, % at 57.5 µM; 360,000 compounds, 4.7% hits; AID 743279; in the data active means activity change below about -50%; inconclusive means mostly about -30% to -49%; further: on the % scale 0 is the no-effect control and ±100 the full control effect
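THP-1 cells pretreated 1 hr with compounds (up to 57.5 uM final), then stimulated with LPS (250 ng/mL final) plus ATP (1.25 mM final); secreted IL-1B measured by AlphaLISA after 16 hr, decreased signal indicating inhibition.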
MCF10A rerep: DNA re-replication induction in MCF 10a cells; 350,000 compounds, 2.9% hits; MCF 10A DNA re-replication, Hoechst nuclear intensity, 48 h; Potency, µM (top dose mostly 46.1 µM), without a hit: top-dose activity, positive = re-replication, hits mostly activators; AID 624296; further: potency means the concentration at half of the fitted maximal effect; % of control where 0% means no effect; nearly all actives have a fitted effect of over 50% in size
Starred values were filed as active, the others as inactive; ? = inconclusive; nt = not tested or not shown; [ ] = remark or other dose. Unless noted, the call rests on the fitted dose curve; in most records, active means well fitted curve in the direction sought with a large enough effect; inconclusive means small, poorly fitted or top-dose-only effect, or another doubt; inactive means no such curve, though single readings can be large; an effect the other way counts as inactive or inconclusive.

cpd	molecule	MCF10A rerep	GLP1R cytotox	IL-1B inflam inh	KB-3-1 tox	D3 ag	HT1080 IDH1KD tx	KB-V1 cytotox	HT1080NT lethal	SW480 rereplic
1	C=CCn1c(C)cc(C(=O)COC(=O)C2CC(=O)N(CCc3ccc(OC)c(OC)c3)C2)c1C (stereo not drawn)	-0.2%	-26.3%	-5.6	0.4%	2.6	9.1%	-11.1%	10.1%	-1.7%
2	CCOC(=O)[C@@H]1[C@H]2COc3ccc(Br)cc3[C@H]2N2C(=O)N(c3ccc(Cl)cc3)C(=O)[C@]12C	-3.8%	2.3%	-3.3	16.5%	4.7	-0.2%	14.5%	-7.6%	-3.2%
3	O=C(C/C=N\OCc1ccc([N+](=O)[O-])cc1)Nc1ccc(Br)cc1	24.4%	0.6%	0.4	?	-0.6	-8.8%	-9.1%	-1.3%	?
4	O=c1cc(CCc2ccccc2)oc2cccc(O)c12	6.8%	25.6%	15.0	0.0%	-13.2	-2.5%	?	-2.7%	-6.9%
5	O=C(Nc1cscc1S(=O)(=O)c1ccc(Cl)cc1)c1ccccc1Cl	?	4.1%	6.8	-30.7%	4.6	-6.6%	1.8%	-8.2%	?
6	COc1ccccc1CNC(=O)c1ccc(NC(=O)CC2SC(N3CCCC3)=NC2=O)cc1 (stereo not drawn)	10.1%	-19.1%	5.7	-33.8%	-4.1	8.6%	6.4%	-0.3%	-5.2%
7	COc1ccc2nc(SCC(=O)O)nc(C)c2c1	-0.8%	-7.1%	2.4	-5.3%	1.2	8.4%	6.1%	-1.2%	-10.9%[9.22 µM]
8	COc1ccc(S(=O)(=O)N2CCC(C(=O)N3CCCCC3)CC2)cc1Cl	?	-16.7%	0.7	-0.5%	6.9	3.1%	?	3.7%	15.1%
9	Cc1ccc(C)c(-c2cc(C(=O)Nc3nccs3)c3ccccc3n2)c1	?	-5.7%	26.8	-5.9%	32.1*	?	?	-23.9%	25.0%
10	Cc1ccc(CSCC(=O)NCc2cccnc2)cc1	-7.9%	17.3%	22.1	18.3%	-0.1	13.3%	1.8%	13.3%	-4.2%
11	Oc1ccc(F)cc1-c1cc(-c2ccc3c(c2)OCCO3)n[nH]1	?	-14.6%	-3.1	-8.9%	-3.7	?	?	?	3.6%
12	CC(C)(C)OC(=O)N1CCC(c2c(C(=O)N3CCN(c4ccccc4)CC3)cnn2-c2ccccc2)CC1	nt	1.2%	nt	9.8%	2.6	nt	-3.1%	nt	nt
13	COC(=O)c1cnc(SC)nc1C	-1.1%	2.6%	-13.0	2.3%	-3.9	1.5%	1.3%	-12.9%	-0.7%
14	NC(=O)Nc1ccc(C(=O)OCC(=O)Nc2cccc(S(=O)(=O)NC3=NCCCCC3)c2)cc1	3.9%	-8.9%	0.0	-2.9%	0.8	0.9%	-1.9%	-4.8%	-24.0%
15	COc1ccccc1C(c1c(O)cc(C)n(Cc2ccco2)c1=O)N1CCCCC1 (stereo not drawn)	nt	0.0%	nt	-4.1%	1.4	nt	12.4%	nt	nt
16	Cn1c(SCC(=O)Nc2cccc(F)c2)nnc1-c1cc2ccccc2o1	11.9%	-16.6%	16.8	-5.3%	11.2	-15.0%	-4.4%	-17.1%	7.5%
17	CCCCC1C(=O)CC[C@H]2[C@@H]1CC(=O)[C@@H]2C/C=C\CCCC(=O)O (stereo partly drawn)	64.1%	0.8%	?	-3.1%	4.1	?	16.1%	?	1.84µM*
18	Cc1ccc(/C=N/NC(=O)c2nnn(-c3nonc3N)c2CNc2ccccc2)cc1	15.4%	0.7%	15.3	0.5%	0.2	-1.8%	9.2%	-0.1%	23.0%
19	Cc1ccc(-n2nc(C)c(C(=O)Nc3cccc(C(=O)NC4CC4)c3)n2)c(C)c1	3.0%	4.4%	-28.1	-29.8%	0.4	-22.5%	?	-10.4%	-24.8%
20	Cc1ccc(NC(=O)c2oc3ccccc3c2NC(=O)C2CC2)cc1	14.6%	-4.4%	-0.5	23.6%	3.2	12.2%	-17.6%	15.4%	-3.0%
21	Cc1cc(=O)c(C(=O)O)cn1-c1ccc(C(C)C)cc1	-9.8%	15.8%	25.8	15.0%	-0.2	20.1%	0.5%	14.1%	-5.2%
22	O=C1Cc2ccccc2C(=O)N1	nt	-0.2%	107.1	8.1%	-3.1	4.5%	-0.1%	7.4%	nt
23	COc1ccc(CC(=O)NC2CC2)cc1OC	-0.2%	4.8%	-9.5	-7.5%	-0.9	0.8%	-15.2%	0.5%	-0.9%
24	COC(=O)C1=C[C@@H](C(=O)OC)[C@@H]2C3=C(C(=O)[C@]2(C)NC(=O)c2ccccc2)[C@H](C)n2c(=O)n(C)c(=O)n2[C@@H]3C1	21.6%	1.6%	28.5	0.7%	3.6	2.3%	29.4%	-0.5%	-4.9%
25	COc1ccc(NS(=O)(=O)c2ccc(-c3ccccn3)s2)cc1	-1.5%	1.9%	25.3	-1.6%	-5.8	-4.1%	?	-6.2%	-15.3%
26	COCCn1c(COc2ccc(Cl)cc2)nnc1SCC(N)=O	-3.4%	-1.8%	-5.8	?	1.0	0.8%	-3.4%	3.6%	-1.7%
27	COc1cc2c(cc1OC)C(c1ccccc1)N(C(=O)c1ccccc1)CC2 (stereo not drawn)	7.0%	-21.0%	?	-0.7%	-1.2	-15.8%	-27.9%	-14.5%	10.1%
28	O=C(CSCc1ccccc1)N1CCN(Cc2ccc3c(c2)OCO3)CC1	4.4%	-6.4%	?	-26.3%	2.5	-0.6%	-26.6%	-8.3%	-15.4%[9.22 µM]
29	O=C(CN1CCN(c2ccccc2)CC1)Nc1ccccc1Sc1ccccc1	?	-9.4%	?	-6.6%	8.7	-17.8%	?	-18.2%	nt
30	Cc1cc(C)n2nc(C(=O)N(C)c3c(N)n(Cc4ccccc4)c(=O)[nH]c3=O)nc2n1	-2.2%	-1.7%	-5.7	3.9%	-8.1	-3.9%	1.2%	-3.5%	7.3%
31	Cc1ccc(C(=O)N/C(=C/c2ccco2)C(=O)OCN2C(=O)c3ccccc3C2=O)cc1	-7.1%	-1.5%	0.0	1.6%	-8.0	-8.8%	-17.0%	-0.7%	-1.1%
32	COC1CCN(C(=O)c2cc(COc3cc(C)ccc3C)on2)CC1	nt	0.8%	-6.0	3.0%	-2.3	4.8%	?	17.1%	nt
33	COc1cccc(N2CCN(c3ccc4nnc(CCC(=O)Nc5ncccc5C)n4n3)CC2)c1	3.6%	-15.6%	3.3	22.0%	1.8	10.0%	2.8%	-0.1%	-9.8%
34	COc1ccccc1NC(=O)Oc1ccc(NC(=O)c2ccco2)cc1	13.3%	-13.0%	8.9	2.6%	1.1	-0.6%	-15.5%	-5.8%	0.3%
35	CCCCN1C(=O)C(=O)N(CC(=O)c2cc(C)n(C3CC3)c2C)C1=O	5.9%	17.1%	-0.5	0.0%	-0.6	2.5%	-1.3%	12.1%	-3.5%
36	O=C(COc1ccc(Cl)cc1)NCc1nnc(SCC(=O)Nc2ccc(F)cc2F)o1	-11.6%	8.1%	-7.7	0.0%	-13.2	-3.4%	-10.7%	-0.2%	?
37	Cc1ccc(/C=C/S(=O)(=O)NCCC(=O)NCc2ccccc2F)cc1	0.7%	-4.7%	-10.9	1.4%	0.3	6.3%	0.4%	4.6%	2.1%
38	Cc1ccc2nc(-c3ccncc3)c(Nc3ccc(C(C)C)cc3)n2c1	nt	6.8%	nt	-4.4%	9.9	nt	16.5%	nt	nt
39	COc1ccc(-c2nnc(SCC(=O)NCC3CCCO3)n2C)cc1 (stereo not drawn)	-1.0%	-6.6%	13.3	-3.5%	14.4	?	-3.9%	9.1%	0.9%
40	CCOC(=O)C1=NOC(CNC(=O)c2c(-c3ccccc3Cl)noc2C)C1 (stereo not drawn)	-2.5%	-9.4%	0.0	3.1%	3.1	21.1%	26.5%	26.2%	-2.6%
41	O=C(Cn1nnc(-c2ccccc2)n1)N=Nc1c(O)[nH]c2ccccc12	10.1%	7.3%	18.4	-1.0%	0.2	3.2%	12.9%	-1.0%	0.3%
42	COc1ccc(Cl)cc1NC(=O)COC(=O)C1=NNC(=O)CC1	-0.1%	12.9%	50.9	-5.0%	2.9	2.1%	-3.0%	-0.6%	0.5%
43	O=C(NC1CCCCC1)c1ccc(Cn2cc(Br)cn2)o1	0.6%	-2.6%	-28.5	-5.7%	-9.1	-10.0%	-9.4%	-10.7%	-2.6%
44	O=C1C(c2ccccc2)C2C=CC(C2)N1O (stereo not drawn)	-7.4%	20.3%	6.3	0.0%	4.9	-2.8%	0.0%	-5.1%	-3.4%
45	Cc1ccc(NC(=O)COC(=O)CCC(=O)c2cccs2)cc1	-6.4%	-0.1%	0.0	-0.2%	4.8	11.2%	-2.2%	-8.7%	-7.6%
46	COc1ccc(N(C(=O)c2ccco2)S(=O)(=O)c2ccc(F)cc2)cc1	6.6%	-16.3%	26.0	-8.9%	-1.4	-1.3%	2.4%	-2.6%	1.4%
47	O=C(Nc1ccc(N2CCOCC2)cc1)Nc1ccc2nsnc2c1	7.7%	-3.3%	-21.4	-2.1%	-9.1	2.4%	3.4%	0.5%	-2.5%
48	COc1ccc(/C=C2\N=C(c3ccc(C)cc3)OC2=O)cc1	?	1.5%	3.7	-1.4%	-8.8	7.4%	?	6.2%	1.0%
49	N#Cc1ccc2ccn(CC(=O)NCc3ccccc3)c2c1	?	0.3%	-0.1	15.5%	-13.2	-22.7%	-15.9%	-6.4%	-0.9%
50	O=C(CN1C(=O)NC2(CCCc3ccccc32)C1=O)N1CCCCC1 (stereo not drawn)	-0.8%	6.4%	13.3	26.4%	3.2	6.1%	0.1%	1.0%	-4.6%
